IMPase Li inh – membrane-permeable IMPase blocker, potentiated with lithium. CHO-M1 cells, IP1 TR-FRET (IP-One), carbachol + lithium. Potency, µM (titrated, usually from 59.4 µM), for inactives: at the highest dose activity, negative = IMPase inhibition, usual class: inhibitors. 210,000 tested, 0.35% active;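 also: IP1 builds up when IMPase is blocked and the TR-FRET signal falls; potency is read from the fitted curve at half-maximal effect; plate controls were basal vehicle for no effect and high inhibitor control for full effect; nearly all actives have a fitted effect of over 50% in size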
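Steps: plate 2000 CHO-M1 cells per well and culture 16–30 h; add compound and lithium; incubate 30 min, 37C; add d2-IP1 tracer and Eu cryptate anti-IP1 antibody in lysis buffer; read after 10 min at room temperature.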
NPSR antag – neuropeptide S receptor (human) antagonism, cAMP; AID 1461; 220,000 tested, 1% active; Q6W5P4; CHO-NPSR cells, cAMP TR-FRET, antagonist mode; Potency, µM (titrated, usually from 38.3 µM), without a hit: at the top dose activity change, negative = inhibition, usual class: inhibitors; also: potency is read from the fitted curve at half-maximal effect; % is scaled to controls: 0 for no effect and ±100 for the full control effect; nearly all actives have a fitted effect of over 50% in size; many of its hits are not listed in these tables
Target sequence (Q6W5P4 whole entry, looked up): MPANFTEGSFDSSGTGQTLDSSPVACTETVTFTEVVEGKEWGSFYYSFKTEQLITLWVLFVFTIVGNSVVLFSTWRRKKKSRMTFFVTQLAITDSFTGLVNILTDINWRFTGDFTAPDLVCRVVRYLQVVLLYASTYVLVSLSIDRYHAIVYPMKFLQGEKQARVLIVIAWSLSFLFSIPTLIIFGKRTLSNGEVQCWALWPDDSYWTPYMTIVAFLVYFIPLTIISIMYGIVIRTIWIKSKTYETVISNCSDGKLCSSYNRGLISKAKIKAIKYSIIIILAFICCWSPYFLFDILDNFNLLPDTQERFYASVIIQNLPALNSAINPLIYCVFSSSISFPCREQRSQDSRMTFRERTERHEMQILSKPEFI
KinaseGlo FLuc – counter-screen: inhibitors of Kinase-Glo firefly luciferase. Q27757. Kinase-Glo luciferase, ATP luminescence, 8 min. Potency, µM (titrated, usually from 38.3 µM), inactives show at the highest dose activity change, negative = inhibition, actives largely listed as inhibitors. 200,000 tested, 0.28% active. AID 1379; also: potency is read from the fitted curve at half-maximal effect; % is scaled to controls: 0 for no effect and ±100 for the full control effect; nearly all actives have a fitted effect of over 60% in size
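Substrate mix (final 50 mM imidazole pH 7.2, 50 mM KCl, 7 mM MgCl2, 10 uM ATP, 0.01% Tween 20, 0.05% BSA) plus pin-tool compound, then Kinase-Glo detection mix; 8 min ambient, luminescence read.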
HTT aggregate – reduces HttQ103-GFP aggregates in PC12 cells; Potency, µM (top dose mostly 46.1 µM), inactives show at the highest dose activity change, negative = inhibition, hits mostly inhibitors; 220,000 tested, 1.1% active; PC12 HttQ103-GFP aggregates, Acumen cytometry, 40 h; also: potency is read from the fitted curve at half-maximal effect; % is scaled to controls: 0 for no effect and ±100 for the full control effect; nearly all actives have a fitted effect of over 60% in size
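Read-out: GFP aggregate count by laser scanning cytometer (488 nm excitation, 500-530 nm emission, 1–25 µm objects >6 SD above background). Cells: PC12, inducible HTTex1-Q103-GFP, 100 nM tebufenozide; compounds titrated.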
CBFb RUNX1 block – CBF-beta/RUNX1 interaction disruption; Q01196+Q13951; AlphaScreen CBFb-His/RUNX1-biotin binding, biochemical; Potency, µM (top dose mostly 59.8 µM), inactives show top-dose activity, negative = inhibition, actives largely listed as inhibitors; 230,000 tested, under 10 active; AID 1477; also: % of control where 0% means no effect
Target sequence (Q01196 whole entry, looked up): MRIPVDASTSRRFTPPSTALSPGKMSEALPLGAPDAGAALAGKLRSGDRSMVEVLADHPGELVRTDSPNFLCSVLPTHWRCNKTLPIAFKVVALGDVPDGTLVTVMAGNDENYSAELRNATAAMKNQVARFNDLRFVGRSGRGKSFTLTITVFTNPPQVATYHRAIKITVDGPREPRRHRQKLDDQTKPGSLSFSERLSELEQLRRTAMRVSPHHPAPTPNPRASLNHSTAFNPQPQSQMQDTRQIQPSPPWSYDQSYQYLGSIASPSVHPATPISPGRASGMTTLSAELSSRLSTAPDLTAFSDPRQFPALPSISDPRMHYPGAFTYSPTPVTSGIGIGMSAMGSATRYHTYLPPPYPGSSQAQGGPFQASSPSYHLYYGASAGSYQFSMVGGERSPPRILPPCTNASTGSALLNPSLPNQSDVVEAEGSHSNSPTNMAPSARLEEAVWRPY
Target sequence (Q13951 whole entry, looked up): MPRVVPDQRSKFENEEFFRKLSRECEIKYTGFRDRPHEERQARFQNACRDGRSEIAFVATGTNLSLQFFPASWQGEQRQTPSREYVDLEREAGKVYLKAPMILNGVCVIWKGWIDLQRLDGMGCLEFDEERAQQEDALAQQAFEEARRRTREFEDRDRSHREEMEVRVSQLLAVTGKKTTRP
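Room-temperature protein-protein interaction test with 30 nM each of His-tagged CBF-beta and biotinylated RUNX1, 15 min with compound, then 90 min with nickel plus streptavidin beads. Signal read in AlphaScreen mode.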
Epigenetic reg – regulators of epigenetic silencing causing reporter derepression in mouse cells | murine LDR cells, GFP reporter derepression, 30 h | Potency, µM (top dose mostly 53.9 µM), for inactives: at the top dose GFP activation, most hits filed as activators | 280,000 tested, 0.2% active | AID 1865; also: potency is read from the fitted curve at half-maximal effect; % of control where 0% means no effect; nearly all actives have a fitted effect of over 60% in size
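Murine LDR cells bearing a silenced CMV-driven GFP reporter were exposed to compound for 30 h at 37 C. After PBS washes, GFP-positive cells (20-120 um objects) counted by laser-scanning microplate cytometry.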
LMNA splice mod – LMNA splicing modulation; HeLa LMNA splicing GFP/RFP minigene ratio, 48 h; 200,000 tested, 0.01% active; AID 1487; Potency, µM (titrated, usually from 46.1 µM), without a hit: top-dose ratio change, negative = inhibition, usual class: inhibitors; active = well fitted inhibition curve with a large enough effect in the signal ratio, with a control signal flat, not every such curve was filed as active; inconclusive = small, poorly fitted or top-dose-only effect, or effect the other way, or a change in a side signal; the % refers to the signal ratio; also: potency is read from the fitted curve at half-maximal effect; % is scaled to controls: 0 for no effect and ±100 for the full control effect
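S3 HeLa cells stably expressing lamin A-EGFP splicing minigene plus DsRed2, 600 cells/well, 48 h compound exposure at 37C. Laser-scanning cytometry; analysed as GFP (500-530 nm)/RFP (575-640 nm) total intensity ratio; 0.5% DMSO vehicle.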
An asterisk follows results filed as active; ? = inconclusive; · = no result given; [ ] = another dose, or the depositor's remark. Unless noted, calls follow the shape of the dose curve; as a rule, active = well fitted curve in the direction sought with a large enough effect; inconclusive = small, poorly fitted or top-dose-only effect, or another doubt; inactive = no such curve, though single readings can be large; an effect the other way counts as inactive or inconclusive.

SMILES	IMPase Li inh	NPSR antag	KinaseGlo FLuc	HTT aggregate	CBFb RUNX1 block	Epigenetic reg	LMNA splice mod
CSc1nc2ccc(NC(=O)c3nn(C(C)C)c(=O)c4ccccc34)cc2s1	2%	-28%	2%	-7%	6%	-2.1%	?
O=C(NCc1ccco1)c1ccc(COc2ccc(Cl)cc2)cc1	-12%	-11%	-15%	-10%	-1%	1.0%	-2%
O=C(CCN1C(=O)C2C3C=CC(C3)C2C1=O)N1CCN(c2ccccc2F)CC1 (configuration not stated)	13%[38.3 µM]	-10%[46.1 µM]	0%	-2%	1%	0.0%	-4%
Cc1c(Oc2ccc(C(F)(F)F)cc2[N+](=O)[O-])ccc2c3c(c(=O)oc12)CCC3	9%	-19%[46.1 µM]	-1%	-5%	-2%	0.0%	10%
O=C(N/N=C/c1ccc(Sc2ccccn2)o1)c1cccc([N+](=O)[O-])c1	7%	-17%	0%	-29%	3%	-6.3%	?
CCOC(=O)c1c(C)[nH]c(C)c1C(=O)COC(=O)[C@@H](NC(=O)c1ccccc1OCC)C(C)C	22%[38.3 µM]	-22%[46.1 µM]	18%	?	-5%	-0.7%	-15%
CC1(c2ccccc2Cl)NC(=O)N(CC(=O)Nc2ccc3c(c2)OCO3)C1=O (configuration not stated)	1%	-10%	-5%	7%	4%	-3.1%	·
CCCNC(=O)C1CCN(S(=O)(=O)c2ccc3nc4c(c(C(=O)O)c3c2)CCCCC4)CC1	3%	7%	5%	-11%	-4%	0.0%	-13%
Cn1nnnc1SCc1cn2cccnc2n1	26%[38.3 µM]	-2%[46.1 µM]	0%	0%	4%	-11%	-13%
COc1ccc(-n2c(/C=C3\C(=O)N(C)c4ccccc43)nc3ccccc3c2=O)cc1	·	-9%	·	29%[9.22 µM]	10%	0.0%	·
C=CCNC(=O)c1ccccc1S(=O)c1ccccc1C#N (configuration not stated)	18%[38.3 µM]	2%[46.1 µM]	1%	8%	5%	1.8%	14%
CC1=C(C)CS(=O)N(S(=O)(=O)c2ccc(Cl)cc2)C1 (configuration not stated)	11%[38.3 µM]	?	0%	?	3%	3.4%	?
c1coc(CNc2c3c(nc4ncnn24)CCC3)c1	-11%[38.3 µM]	-3%[46.1 µM]	-2%	3%	5%	2.8%	-4%
CCC(=O)c1ccc(OCC(O)CN(CCc2ccccc2)Cc2ccccc2)cc1 (configuration not stated)	4%[38.3 µM]	?	-2%	-26%	9%	5.7%	12%
c1coc(-c2ccnc3nc(-n4cccc4)nn23)c1	5%	-10%	0%	-5%	-7%	6.9%	-24%[46 µM]
Cc1ncsc1CCOC(=O)c1ccc([N+](=O)[O-])cc1	27%	7%	4%	0%	2%	1.2%	-2%
Nc1cc(C(F)(F)F)ccc1N1CCOCC1	5%	-2%	-2%	-7%	-2%	-1.4%	?
CCOC(=O)c1c(C)[nH]c(C)c1C(=O)CSc1nc2ccccc2c(=O)n1-c1ccc(F)cc1	10%	-58%	-1%	?	-11%	-1.2%	?
O=C(Cn1c(C(F)(F)F)nc2ccccc21)c1ccc(Cl)cc1	3%	-17%[46.1 µM]	6%	-25%	17%	0.0%	-11%
CC(C)(C)c1ccc(CN(Cc2ccco2)Cc2nnnn2C2CCCC2)cc1	28%[38.3 µM]	?	-8%	?	-6%	0.0%	?
CCCCCC[N+](C)(C)CCSSCC[N+](C)(C)CCCCCC	·	18%	·	-8%[9.22 µM]	-2%	7.4%	·
O=C(Cc1cccs1)N1CCCC(c2nc3c(nnn3Cc3cccc(Cl)c3)c(=O)[nH]2)C1 (configuration not stated)	7%[38.3 µM]	-18%[7.67 µM]	0%	-1%	-3%	1.0%	14%
COc1ccc(Cc2nnc(SCc3nc4ccccc4c(=O)[nH]3)n2C)cc1	2%[38.3 µM]	-6%[46.1 µM]	2%	-6%	7%	0.0%	-4%
O=C(C1CCCO1)N1N=C(c2ccc(Br)cc2)CC1c1ccco1 (configuration not stated)	7%	-3%	1%	11%	1%	-0.9%	?
COc1ccc(OC)c(NC(=O)c2cc(-c3ccc(C)cc3O)n[nH]2)c1	4%[38.3 µM]	-13%[46.1 µM]	-1%	?	-16%	1.0%	4%
C=C(C)COc1ccc(-c2nc(N)nc(C)c2-c2ccc(OC)cc2)c(O)c1	?	-43%	4%	?	1%	?	4%
COC(=O)NC1CSCC1OC(=O)CCN1C(=O)c2ccccc2C1=O (configuration not stated)	30%[38.3 µM]	-1%[46.1 µM]	1%	21%	7%	0.0%	-9%
CC(C)CNC(=O)c1ccc(C2SCC(=O)N2Cc2ccccc2)cc1 (configuration not stated)	10%	3%	-4%	-2%[9.22 µM]	9%	-0.1%	19%[46 µM]
Nc1ccccc1S(=O)(=O)C(F)F	·	6%	·	9%[9.22 µM]	14%	2.0%	·
CCC(C)c1ccccc1NC(=O)COC(=O)c1ccc(C)c(NC(=O)c2ccco2)c1 (configuration not stated)	0%[38.3 µM]	?	-3%	?	6%	-2.2%	1%
CC(C)C(C)(C#N)NC(=O)CSc1nnc(-c2ccncc2)n1Cc1ccccc1 (configuration not stated)	-4%[38.3 µM]	8%[46.1 µM]	11%	5%	1%	2.2%	2%
N#Cc1c(NC(=S)NC(=O)c2ccccc2)sc2c1CCCC2	-4%	7%	-1%	-6%	0%	0.0%	-3%
Cc1c(C(=O)OCC(=O)NCCN2C(=O)CSC2=O)oc2c1ccc1ccccc12	3%	-4%	2%	0%	0%	0.0%	?
COc1ccc(-c2nc(-c3ccccc3)c(Nc3c(C)cccc3C)o2)cc1	3%	·	-3%	·	-4%	1.1%	·
CC(=O)Nc1nc(C(F)(F)F)cs1	-2%	6%	6%	1%	12%	0.4%	9%
CCCCNC(=O)CC1SC(=NCC)N(CC)C1=O (configuration not stated)	18%[38.3 µM]	-10%[46.1 µM]	0%	-4%	4%	2.3%	1%

Given field by field: entries from further up
> CCC(C)c1ccccc1NC(=O)COC(=O)c1ccc(C)c(NC(=O)c2ccco2)c1 (configuration not stated)
  IMPase Li inh: 0%[38.3 µM]
  NPSR antag: ?
  KinaseGlo FLuc: -3%
  HTT aggregate: ?
  CBFb RUNX1 block: 6%
  Epigenetic reg: -2.2%
  LMNA splice mod: 1%

> CC(C)CNC(=O)c1ccc(C2SCC(=O)N2Cc2ccccc2)cc1 (configuration not stated)
  IMPase Li inh: 10%
  NPSR antag: 3%
  KinaseGlo FLuc: -4%
  HTT aggregate: -2%[9.22 µM]
  CBFb RUNX1 block: 9%
  Epigenetic reg: -0.1%
  LMNA splice mod: 19%[46 µM]

> COc1ccc(-c2nc(-c3ccccc3)c(Nc3c(C)cccc3C)o2)cc1
  IMPase Li inh: 3%
  NPSR antag: ·
  KinaseGlo FLuc: -3%
  HTT aggregate: ·
  CBFb RUNX1 block: -4%
  Epigenetic reg: 1.1%
  LMNA splice mod: ·

> Cc1c(C(=O)OCC(=O)NCCN2C(=O)CSC2=O)oc2c1ccc1ccccc12
  IMPase Li inh: 3%
  NPSR antag: -4%
  KinaseGlo FLuc: 2%
  HTT aggregate: 0%
  CBFb RUNX1 block: 0%
  Epigenetic reg: 0.0%
  LMNA splice mod: ?

(cont.)
SMILES	IMPase Li inh	NPSR antag	KinaseGlo FLuc	HTT aggregate	CBFb RUNX1 block	Epigenetic reg	LMNA splice mod
O=C(Nc1cccnc1)Nc1cc(Cl)cc(Cl)c1	25%	-9%	0%	-36%[9.22 µM]	0%	-0.5%	?
COc1ccc(C(=O)C2CCCN(C(=O)c3cnsn3)C2)c(C)c1 (configuration not stated)	·	-3%	·	-5%[9.22 µM]	2%	-2.6%	·
O=C(COC(=O)c1ccco1)NCc1ccc2c(c1)OCO2	·	19%	·	6%[9.22 µM]	5%	0.0%	·
CS(=O)(=O)N(C(=O)NC(=O)NC1CCS(=O)(=O)C1)C1CCCCC1 (configuration not stated)	-6%[38.3 µM]	-5%[46.1 µM]	9%	7%	2%	-1.0%	4%
CCN1CCN(C(=O)c2cc(COc3ccc4ncccc4c3)on2)CC1	20%	4%	-1%	·	-4%	0.0%	18%[46 µM]
CC(=O)Cn1c(CN2CC(C)CC(C)C2)nc2c1c(=O)n(C)c(=O)n2C (configuration not stated)	·	0%[46.1 µM]	·	9%	3%	5.3%	3%
O=C1CCCc2oc3c(c21)CCCC3	8%	9%	3%	-19%	-3%	-0.1%	·
Cc1ccc(N(CC(=O)NCCSc2ccccn2)S(=O)(=O)c2ccc(F)cc2)cc1	15%	57%	3%	16%[9.22 µM]	4%	-1.0%	·
CC(=O)NC(CC(=O)NC1CCCCC1)c1ccccc1 (configuration not stated)	-12%	22%	4%	4%	-6%	-1.0%	-9%
CSc1ccccc1NC(=S)Nc1cccc(C(F)(F)F)c1	22%[38.3 µM]	-10%[46.1 µM]	-4%	7%	-3%	-1.0%	-7%
CC(=O)CSc1nnc(C(F)(F)F)n1C	·	11%	·	-14%[9.22 µM]	7%	-1.1%	·
CCOC(=O)N1CCN(C(=O)/C(=C\c2cccs2)NC(=O)c2cccs2)CC1	-4%	1%	1%	?	-1%	2.8%	·
CCn1c(SCC(=O)Nc2nc(C)c(C)s2)nnc1-c1ccco1	6%[38.3 µM]	0%[46.1 µM]	2%	5%[9.22 µM]	10%	-0.4%	-8%
CC12CCC(C(=O)N(NC(=O)c3ccccc3O)C1=O)C2(C)C (configuration not stated)	1%	16%	-2%	?	-18%	-3.2%	5%
Cc1ccccc1C(=O)c1cccn1CC(=O)O	5%[38.3 µM]	-7%[46.1 µM]	1%	28%	0%	-3.4%	10%
CCc1noc2c1/C(=N\O)CC(c1ccccc1)C2 (configuration not stated)	40%[activator][38.3 µM]	2%[46.1 µM]	-3%	-9%	4%	-1.0%	-30%
C=CCOc1ccc(Cl)cc1C(=O)O	9%[38.3 µM]	-6%[46.1 µM]	-2%	-9%	3%	0.0%	9%
O=C(CCS(=O)(=O)c1ccc(Cl)cc1)N1CCN(c2ccccc2F)CC1	-6%[38.3 µM]	-6%[46.1 µM]	-2%	?	3%	0.0%	?
Nc1nc(-n2cnnc2)nn1-c1ccccc1	26%[38.3 µM]	-2%[46.1 µM]	0%	6%	-4%	0.0%	1%
CCN1CCN(c2nc(-c3cccs3)nc3ccccc23)CC1	3%	6%[46.1 µM]	6%	?	-2%	0.0%	-19%
CCn1c(NCc2ccccc2Cl)nc2ccccc21	9%	4%[46.1 µM]	0%	?	-16%	-0.8%	-5%
C=CCC(C)(O)c1ccsc1 (configuration not stated)	-3%	·	-1%	·	6%	-0.3%	·
Cc1cccc(/C(N)=N/OC(=O)COc2ccccc2Cl)c1	8%	-10%	1%	0%	-17%	?	-5%

Source: PubChem BioAssay

The list is partial; rates above refer to the full screens.
